From PubChem
CHRM4 agonist: CHRM4 agonism in calcium assay; P08173; CHO-K1 hM4/Gqi5, Fluo-8 calcium fluorescence; vehicle 0%, full acetylcholine response 100%; activation, % at 3 µM; hit rate 0.14% among 360,000; AID 624127;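 active means activation above the run mean over all test wells plus 3 SD, cut at about 32% in these data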;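 further: peak over basal fluorescence ratio per well then scaled between controls; 0% = DMSO wells and 100% = acetylcholine at EC100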
Target sequence (P08173 whole entry, looked up): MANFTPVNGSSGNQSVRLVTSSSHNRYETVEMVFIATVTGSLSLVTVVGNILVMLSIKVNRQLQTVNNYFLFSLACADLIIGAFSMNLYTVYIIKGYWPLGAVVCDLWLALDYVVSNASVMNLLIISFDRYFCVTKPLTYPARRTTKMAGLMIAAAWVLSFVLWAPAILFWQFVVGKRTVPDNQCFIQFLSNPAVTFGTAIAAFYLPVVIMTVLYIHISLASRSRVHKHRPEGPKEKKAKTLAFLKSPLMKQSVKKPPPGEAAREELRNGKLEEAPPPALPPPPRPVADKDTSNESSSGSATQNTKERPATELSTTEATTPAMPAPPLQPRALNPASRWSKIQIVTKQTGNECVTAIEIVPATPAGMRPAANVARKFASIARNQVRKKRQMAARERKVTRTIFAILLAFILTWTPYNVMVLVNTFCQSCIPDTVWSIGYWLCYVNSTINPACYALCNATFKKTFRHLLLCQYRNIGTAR
M5 ag: agonists of human muscarinic M5 receptor (CHRM5). P08912. CHO-K1 hM5 cells, Fluo-8 calcium fluorescence; 0% DMSO wells, 100% maximal acetylcholine response. activation, % at 3 µM. hit rate 0.19% among 360,000. AID 624037;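 active means activation above the run's mean over test compounds plus 3 SD, cut at about 23% in these data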;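 further: signal is peak over basal fluorescence ratio across the kinetic read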
Target sequence (P08912 whole entry, looked up): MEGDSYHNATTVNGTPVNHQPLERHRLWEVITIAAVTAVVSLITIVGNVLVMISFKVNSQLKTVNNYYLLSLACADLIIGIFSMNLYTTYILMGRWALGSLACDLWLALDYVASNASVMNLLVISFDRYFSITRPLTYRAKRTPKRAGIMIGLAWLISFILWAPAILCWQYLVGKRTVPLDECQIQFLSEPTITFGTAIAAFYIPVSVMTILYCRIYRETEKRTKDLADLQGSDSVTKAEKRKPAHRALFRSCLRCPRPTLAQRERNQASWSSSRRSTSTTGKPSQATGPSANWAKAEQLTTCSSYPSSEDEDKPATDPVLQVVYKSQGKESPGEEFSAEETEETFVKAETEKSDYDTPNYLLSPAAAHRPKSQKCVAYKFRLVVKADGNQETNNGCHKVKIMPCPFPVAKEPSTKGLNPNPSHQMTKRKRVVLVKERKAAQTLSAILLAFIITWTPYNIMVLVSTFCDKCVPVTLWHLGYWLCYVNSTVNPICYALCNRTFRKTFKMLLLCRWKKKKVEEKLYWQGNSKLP
CRFR2-BP ag: agonists of human CRF-binding protein/CRF-R2 receptor complex. HEK293 CRF-R2/CRF-BP, calcium dye fluorescence (FLIPR); percent of saturating CRF peptide response. activation, % at 13.2 µM. hit rate 0.46% among 350,000. AID 588473;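 active means activation of at least 50%, plus an integration ratio under a set limit after plate pattern correction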;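 further: plate controls were neutral control wells without compound for no effect and CRF at EC100 for full effect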
CHRM4 antagonist: blocks acetylcholine activation of human M4 receptor. inhibition, % at 3 µM. hit rate 0.73% among 360,000. CHO-hM4 cells, ACh EC80, Fluo-8 calcium fluorescence. P08173;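 active means inhibition above its plate's cutoff, the mean inhibition of sample wells plus 3 SD, cut at about 27% in these data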;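 further: 0% = acetylcholine EC80 with DMSO and 100% = DMSO without agonist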
M5 antag: antagonists of human muscarinic M5 receptor (CHRM5). CHO-hM5 cells, Fluo-8 calcium fluorescence, ACh EC80. hit rate 0.59% among 360,000. inhibition, % at 3 µM;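 active means inhibition above a per-plate cutoff, the mean of that plate's test compounds plus 3 SD, cut at about 27% in these data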;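 further: 0% = acetylcholine EC80 with DMSO and 100% = DMSO without agonist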
IDE cell inh: inhibits human insulin-degrading enzyme in HEK cells; P14735; FAbetaB cleavage, fluorescence polarization; inhibition, % at 5.59 µM; hit rate 0.41% among 320,000; AID 434962;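 active means percent inhibition above the average of all tested compounds plus 3 SD, set per screening campaign, cut at about 16% in these data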;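 further: IDE supplied by intact live HEK cells; FP after avidin binding of uncleaved biotin substrate so inhibition keeps polarization high; 0% = DMSO wells and 100% = 60 µM reference IDE inhibitor Ii1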
M5 PAM: positive allosteric modulators of human muscarinic M5 receptor | AID 624038 | activation, % at 3 µM | P08912 | CHO-K1 hM5, Fluo-8 calcium, ACh EC20 PAM; 0% = ACh EC20, 100% = ACh EC100 | hit rate 0.3% among 360,000;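 active means activation above the run cutoff, the mean activation of all test compounds plus 3 SD, cut at about 18% in these data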
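system = human M5 receptor in CHO-K1 cells | reagent = EC20 acetylcholine as agonist stimulus | compound dosing = single-point, 3 µM nominal | incubation = Fluo-8 loading 80 min at 37 °C plus 30 min room temperature | detection = Fluo-8 calcium dye fluorescence, kinetic read | benchmarks = low control EC20 acetylcholine (0%), high control EC100 acetylcholine (100%)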
CRFBP-R2 block: CRF-BP/CRF-R2 complex antagonism. HEK293 CRF-R2/CRF-BP, CRF-induced calcium fluorescence. inhibition, % at 11.8 µM. hit rate 0.59% among 350,000. AID 588475;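 active means inhibition of the ligand-induced calcium signal above about 50% at the single tested concentration, limit read from the data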
CHRM4 PAM: positive allosteric modulators of human muscarinic M4 receptor | CHO-K1 hM4/Gqi5, Fluo-8 calcium fluorescence, ACh EC20; 0% = ACh EC20, 100% = maximal ACh | activation, % at 3 µM | hit rate 0.4% among 360,000 | AID 624126;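 active means activation above its plate's cutoff, the mean activation of sample wells plus 3 SD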; further: some results filed as inactive read as strong as hits
Starred values were filed as active, the others as inactive; . = not tested or not shown.

SMILES | CHRM4 agonist | M5 ag | CRFR2-BP ag | CHRM4 antagonist | M5 antag | IDE cell inh | M5 PAM | CRFBP-R2 block | CHRM4 PAM
O=C(O)C1Cc2ccccc2CN1S(=O)(=O)/C=C/c1ccccc1 (configuration not stated) | 1 | 0 | -0.1 | 0 | 9 | 3 | 3 | 20 | -2
O=C(COc1cc2oc(=O)c3c(c2cc1Cl)CCCC3)NCc1cccnc1 | 2 | -3 | 0.4 | -16 | 5 | -8 | -7 | -8 | 0
CCCCSC1=C(C#N)C(c2ccccc2C)C(C(=O)OCC)C(=O)N1 (configuration not stated) | 0 | -5 | -0.6 | 0 | 0 | -1 | -2 | -15 | -3
COCc1c(C#N)c(NCc2cc(OC)c(OC)c(OC)c2)nc(C)c1[N+](=O)[O-] | 12 | 6 | 1.4 | -6 | 15 | 2 | -17 | 9 | -28
CCCCOC(=O)Nc1ccc(N2CCOCC2)cc1 | 0 | 1 | -1.2 | 1 | 6 | -2 | -1 | -4 | 1
COc1ccc(C)cc1NC(=O)CCNS(=O)(=O)c1cccc(C(F)(F)F)c1 | 2 | -4 | -2.5 | 1 | 1 | -3 | -2 | 5 | -3
CC(C)(C)C(=O)NCc1ccc(C(=O)CSc2nnc(-c3ccncc3)n2C2CC2)s1 | 2 | 3 | 2.4 | 0 | -2 | . | 6 | -8 | 5
COc1ccc(NC(=O)COC(=O)Cc2cccs2)cc1OC | 1 | 2 | 0.7 | 1 | 4 | -2 | 3 | -9 | 0
COc1ccc2nc(N3CCN(C(=O)C4COc5ccccc5O4)CC3)sc2c1 (configuration not stated) | 14 | 5 | -0.5 | -5 | 3 | -1 | -10 | 9 | -9
CCOC(=O)/C(C#N)=C1/CCCCCN1C | 0 | -8 | 0.1 | 0 | -7 | 1 | -1 | -5 | -3
Cc1ccccc1OCCCCc1c(C)n[nH]c1C | 6 | 2 | 0.8 | 18 | 19 | 10 | -17 | -3 | -10
CCOC(=O)c1sc(NC(=O)CSc2nnc(-c3ccco3)o2)c(C(=O)OCC)c1C | 1 | 0 | 2.3 | 9 | 2 | 0 | 2 | 18 | 1
COC(=O)Cc1csc(Nc2ccc(Cl)cc2)n1 | 0 | -2 | -0.4 | 0 | 2 | 0 | -1 | -9 | -5
O=C(NNC(=O)c1c(O)c2ccccc2[nH]c1=O)c1ccccc1 | 2 | -2 | 1.0 | -13 | -6 | 2 | 5 | 11 | 1
CCOC(=O)CCCN(c1[nH]c(C)c(C)c1C#N)S(=O)(=O)c1ccc(C)cc1 | 1 | -2 | 4.8 | -9 | 1 | . | -5 | -8 | -1
COCC(=O)n1cc(C(=O)OC)c2ccccc21 | 1 | -3 | 0.0 | -5 | -4 | -4 | 1 | 0 | -1
COc1cc(CN2CCN(Cc3ccc4cc(F)ccc4n3)CC2CCO)cc(OC)c1 (configuration not stated) | 1 | -2 | -1.4 | -7 | 2 | -3 | 2 | -5 | 2
Cc1ccc(NC(=O)Nc2cnccn2)c(C)c1 | 0 | -6 | -0.2 | -4 | 4 | -2 | 3 | 20 | 9
Cc1cccc(NC(=O)C2CCCN2S(=O)(=O)c2ccc(F)cc2)c1C (configuration not stated) | 2 | 0 | -1.5 | -22 | -1 | 1 | -4 | -11 | 7
Cc1cccc(C)c1NC(=O)CNC(=O)C(NC(=O)c1ccc(C(C)(C)C)cc1)C(C)C (configuration not stated) | 0 | -1 | -1.2 | 9 | 3 | 3 | 5 | 12 | -3
O=C(CC1SC(=Nc2ccc(OC(F)F)cc2)N(CCN2CCOCC2)C1=O)Nc1ccccc1 (configuration not stated) | 5 | 0 | 1.5 | 3 | 4 | 2 | -8 | -17 | -5
O=C1OCCC1Sc1nnc(-c2ccccc2Cl)n1Cc1ccccc1 (configuration not stated) | 1 | -4 | -0.1 | -2 | 3 | 11 | 2 | -7 | -5
COc1ccc(OC)c(N(CC(=O)Nc2ccccc2)S(C)(=O)=O)c1 | 1 | 3 | 0.2 | 1 | -1 | 3 | 1 | -18 | -1
COc1ccc(C(=O)Nc2ccc(CN3CCOCC3)cc2)cc1 | 2 | -1 | 0.2 | -6 | 3 | -1 | -1 | 10 | 4
COc1ccc(C(=O)n2nc(-c3ccccc3)nc2SC)cc1 | 1 | 0 | 3.0 | -9 | -9 | . | -5 | -2 | 12
Further records
SMILES | CHRM4 agonist | M5 ag | CRFR2-BP ag | CHRM4 antagonist | M5 antag | IDE cell inh | M5 PAM | CRFBP-R2 block | CHRM4 PAM
c1ccc(C2CCC(N3CCNCC3)CC2)cc1 (configuration not stated) | 1 | -2 | 0.0 | -2 | 4 | 4 | -1 | 5 | -1
C=CCn1c(C)cc(C(=O)COC(=O)/C=C/c2ccc(OC)cc2)c1C | 3 | 0 | 1.9 | 6 | -2 | 2 | -10 | 3 | -9
COC(=O)CSc1ncnc2c1cnn2-c1ccc(C)cc1C | 0 | 0 | 0.8 | -1 | 4 | 2 | 5 | 9 | 1
O=c1c2cc(N3CCOCC3)ccc2[nH]c(=S)n1CCc1ccccc1 | 2 | 0 | 0.3 | -4 | 2 | -7 | 6 | -11 | 4
Cc1ccc(Sc2ccc(/C=C3/C(=O)NN(c4ccccc4)C3=O)o2)cc1 | 0 | 0 | 9.8 | -19 | -9 | -4 | 7 | -20 | 8
CCCCC1CCC(C(=O)OCC(=O)Nc2ccc(S(N)(=O)=O)cc2)CC1 (configuration not stated) | 3 | 2 | -0.1 | 10 | 5 | 5 | -5 | 8 | 5
CNC[C@@H]1Oc2ccc(NC(=O)Nc3ccccc3)cc2C(=O)N([C@@H](C)CO)C[C@H]1C | 0 | 2 | 0.7 | -2 | 8 | 1 | -8 | -3 | -1
C=CCSC1=Nc2sccc2C2=NC(=O)CN12 | 1 | -2 | -1.6 | 2 | -6 | 0 | 1 | 2 | 6
COC(=O)C1CCN(C(c2cc(OC)c(OC)c(OC)c2)c2sc3nc(C)nn3c2O)CC1 (configuration not stated) | 1 | 0 | 2.2 | -15 | 7 | 2 | -5 | 0 | 4
CN(CC(=O)Nc1c(Cl)cccc1Cl)C(=O)CNC(=O)c1ccco1 | 1 | 4 | -1.4 | -4 | -3 | -2 | 6 | 3 | 11
CCOC(=O)c1cnc(SCC(=O)c2ccc(C)cc2)nc1N | 1 | 2 | 2.8 | 6 | 2 | -8 | -3 | -7 | 11
CCN(CC)C(=O)[C@H]1C[C@H](CC(=O)NCc2ccc(OC)c(OC)c2)C(=O)N2CCc3c([nH]c4cc(CCC(=O)N(C)C)ccc34)[C@]12C | 0 | -2 | 0.5 | -27 | -9 | . | 3 | -12 | 2
CCC(C)N(C(=O)COc1ccc(-c2nnco2)cc1)C1CCS(=O)(=O)C1 (configuration not stated) | 1 | 1 | -0.5 | -4 | 8 | 4 | -6 | -6 | -1
O=C(NCCc1ccccn1)c1cc(-c2ccc(Cl)c(Cl)c2Cl)nc2ccccc12 | 3 | -4 | 1.7 | 1 | 7 | 1 | -10 | -2 | -6
Cc1ccc(N=C2NC(=O)/C(=C/c3cn(C)c4ccccc34)S2)cc1C | 6 | 5 | 64* | 9 | 16 | 19* | -5 | -55 | -2
COc1ccc(S(=O)(=O)N2CCCC2CNC(=O)C(=O)NCc2ccco2)cc1 (configuration not stated) | 0 | -2 | 1.0 | -11 | 0 | -2 | -2 | 2 | -1
CN(Cc1ccccc1)C(=O)c1ccc(NC(=O)Cc2ccc(NC(=O)C3CCCN(C(=O)C4CCCCC4)C3)cc2)cc1 (configuration not stated) | 0 | 0 | 2.2 | 4 | 4 | . | -4 | 6 | 3
CCn1ccc(C(=O)Nc2ccccc2Cl)n1 | 0 | -1 | -0.7 | -5 | -1 | -4 | -3 | 0 | 12
CCOC(=O)C1CCN(S(=O)(=O)CCNC(=O)c2cccc(OC)c2)CC1 | 4 | 2 | 0.4 | -2 | 0 | 5 | 4 | 1 | 2
Cc1ccccc1NN=Nc1nc2c([nH]1)c(=O)n(C)c(=O)n2C | 0 | 2 | -0.3 | 8 | -5 | 0 | -1 | 13 | -2
COCCN(C(=O)COC(=O)c1cc2c(s1)CCCC2)c1c(N)n(Cc2ccccc2)c(=O)[nH]c1=O | 0 | 0 | -0.9 | 1 | -1 | 1 | 0 | 1 | -8
CC1=CCC2C(=O)N(c3ccc(C(=O)Nc4ccccc4Cl)cc3)C(=O)C2C1 (configuration not stated) | 6 | 1 | -2.8 | -6 | 2 | 1 | -4 | -32 | -3
CCC(=O)NC(=S)Nc1ccc(N2CCOCC2)cc1 | 3 | 0 | 0.3 | 0 | 4 | 3 | 6 | 7 | 9
O=C(Nc1cccnc1)c1cccc(NC(=O)c2ccco2)c1 | 4 | -1 | -1.3 | 5 | 7 | 6 | -10 | 3 | -3
N#Cc1cnn2c(-c3cccc(C(F)(F)F)c3)ccnc12 | -2 | -8 | -1.6 | 7 | 5 | -3 | 4 | 9 | -6

Among those listed so far, three contain two or more sulfur atoms.
SMILES | CHRM4 agonist | M5 ag | CRFR2-BP ag | CHRM4 antagonist | M5 antag | IDE cell inh | M5 PAM | CRFBP-R2 block | CHRM4 PAM
CC(C)(C)C(=O)NCc1ccc(C(=O)CSc2nnc(-c3ccncc3)n2C2CC2)s1 | 2 | 3 | 2.4 | 0 | -2 | . | 6 | -8 | 5
CCOC(=O)c1sc(NC(=O)CSc2nnc(-c3ccco3)o2)c(C(=O)OCC)c1C | 1 | 0 | 2.3 | 9 | 2 | 0 | 2 | 18 | 1
C=CCSC1=Nc2sccc2C2=NC(=O)CN12 | 1 | -2 | -1.6 | 2 | -6 | 0 | 1 | 2 | 6

(further entries)
SMILES | CHRM4 agonist | M5 ag | CRFR2-BP ag | CHRM4 antagonist | M5 antag | IDE cell inh | M5 PAM | CRFBP-R2 block | CHRM4 PAM
O=C(Nc1ccc(S(=O)(=O)N2CCCC2)cc1)c1cccc(OC(F)F)c1 | 6 | 0 | -0.6 | -13 | 0 | 1 | -5 | 1 | 5
COc1ccc([N+](=O)[O-])cc1N(CC(=O)Nc1ccccc1C(=O)NC(C)C)S(C)(=O)=O | 1 | -2 | -1.8 | 2 | 10 | 5 | 2 | 16 | -4
O=C(NNC(=O)c1ccccc1Br)c1ccccc1Cl | 0 | 2 | -0.9 | 5 | 7 | 5 | -3 | 5 | -6
COc1ccc(/C=N/NC(=O)c2ccc(Cn3cc([N+](=O)[O-])cn3)o2)cc1O | 1 | -3 | 2.1 | -2 | -3 | 2 | -2 | -10 | -4
FC(F)(F)c1ccc(CSc2ccccn2)cc1 | -1 | 8 | -5.8 | -10 | 2 | 4 | 6 | 15 | 6
COc1cc(C(=O)OCC(=O)NCCC2=CCCCC2)ccc1OCC(C)C | -1 | -1 | 3.1 | 7 | 1 | 6 | 3 | 7 | 6
CN(C(=O)CSc1ncnc2sccc12)c1c(N)n(Cc2ccccc2)c(=O)[nH]c1=O | 0 | -11 | 1.2 | 3 | 6 | -3 | -4 | 8 | -2
Cc1nnc(Nc2ccc(C(=O)O)cc2)[nH]c1=O | 0 | -3 | 0.9 | -3 | -6 | 1 | 5 | 27 | 1
CCOC(=O)C1=C(CS(=O)(=O)c2ccc(F)cc2)NC(=O)NC1c1cc(OC)c(O)c(OC)c1 (configuration not stated) | 1 | -2 | 0.5 | -1 | 4 | 6 | 3 | 3 | 3
CN(C(=O)COC(=O)CNC(=O)c1ccccc1F)C1CCCCC1 | 0 | -1 | -0.7 | -6 | 11 | 3 | -6 | 1 | 23*
COc1cccc(N2CC(NS(=O)(=O)c3ccc4ccccc4c3)CC2=O)c1 (configuration not stated) | 5 | -2 | -0.1 | 8 | -1 | -1 | -6 | 3 | -8

Compounds as they come, and some 2.9% of all compounds hit somewhere here.
